High-throughput results deposited in PubChem by several laboratories.
FXIa inh = factor XIa (human) inhibition. purified FXIa, Boc-Glu-Ala-Arg-AMC fluorogenic substrate. inhibition, % at 5 µM. actives 0.14% (n = 220,000);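 active means inhibition of at least 40%; inactive means inhibition below 40%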;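 further: fluorescence of freed AMC excited at 355 nm; 0% = enzyme without compound and 100% = no enzyme blank; many of its hits are not listed in these tables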
KCC2 mod = KCC2 (human) Cl- transport modulation; actives 2.2% (n = 190,000); B-score of Tl+ flux slope (higher = more flux/activation; lower = inhibition) at 10 µM; Q9H2X9; KCC2 cells, thallium flux FluoZin-2 fluorescence;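 active means thallium flux slope and its plate-corrected score both differing from the plate sample mean at a set confidence after two filtering rounds, in either direction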;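 further: slope of fluorescence scaled to starting intensity during 10 to 20 s after thallium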
m-calpain inh = inhibitors of pig calpain II. purified calpain II, fluorogenic peptide substrate, 30 min. inhibition, % at 16 µM. actives 0.37% (n = 220,000);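 active means inhibition above about 50%, limit read from the data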
hK5 inh = blocks human kallikrein 5 protease activity; AID 873; recombinant hK5, fluorogenic AMC substrate cleavage; Q9Y337; actives 0.59% (n = 210,000); inhibition, % at 5 µM;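 active means inhibition of 40% or more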;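 further: 0% = enzyme controls without compound and 100% = no-enzyme blanks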
Target sequence (Q9Y337 67-293 limits assumed): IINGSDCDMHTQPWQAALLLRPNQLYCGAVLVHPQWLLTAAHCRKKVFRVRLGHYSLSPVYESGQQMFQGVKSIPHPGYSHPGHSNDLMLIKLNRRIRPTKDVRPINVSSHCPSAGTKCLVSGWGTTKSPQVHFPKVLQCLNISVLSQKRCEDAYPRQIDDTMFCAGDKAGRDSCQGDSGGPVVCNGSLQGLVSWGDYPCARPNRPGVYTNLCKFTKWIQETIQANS
thrombin 1536 = thrombin (human) inhibition. inhibition, % at 5 µM. actives 0.26% (n = 220,000). alpha-thrombin, Boc-VPR-AMC fluorogenic substrate cleavage. AID 1046;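 active means inhibition at or above 40%; inactive means inhibition below 40%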;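 further: 0% = enzyme with no compound and 100% = wells without enzyme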
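System: Human alpha-thrombin protein | Medium: pH 7.5 Tris (50 mM) with NaCl 150 mM, Tween 20 0.05% | Times: Enzyme reaction carried out at room temperature | Detection: AMC fluorescence, 355/460 nm | Evaluation: Percent inhibition scaled between no-compound controls and no-enzyme blanks | Benchmarks: Enzyme without compound as high, wells lacking enzyme as low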
FXIIa inh = inhibitors of human coagulation factor XIIa; actives 0.3% (n = 220,000); inhibition, % at 5 µM; purified FXIIa, Boc-QGR-AMC fluorogenic substrate, 2 h; in the data active means inhibition above about 40%;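 further: 0% = enzyme with no compound and 100% = blank without enzyme; many of its hits are not listed in these tables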
Target sequence (P00748 20-372 limits assumed): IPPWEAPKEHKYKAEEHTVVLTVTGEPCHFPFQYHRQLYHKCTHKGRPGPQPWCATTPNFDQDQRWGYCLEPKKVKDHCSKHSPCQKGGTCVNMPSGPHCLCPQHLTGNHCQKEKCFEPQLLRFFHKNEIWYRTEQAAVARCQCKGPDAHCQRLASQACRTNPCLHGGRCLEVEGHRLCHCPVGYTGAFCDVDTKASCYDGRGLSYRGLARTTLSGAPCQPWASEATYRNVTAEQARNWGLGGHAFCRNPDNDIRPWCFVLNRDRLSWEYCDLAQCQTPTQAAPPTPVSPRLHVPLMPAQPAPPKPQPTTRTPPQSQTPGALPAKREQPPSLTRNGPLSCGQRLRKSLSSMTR
Target sequence (P00748 373-615 limits assumed): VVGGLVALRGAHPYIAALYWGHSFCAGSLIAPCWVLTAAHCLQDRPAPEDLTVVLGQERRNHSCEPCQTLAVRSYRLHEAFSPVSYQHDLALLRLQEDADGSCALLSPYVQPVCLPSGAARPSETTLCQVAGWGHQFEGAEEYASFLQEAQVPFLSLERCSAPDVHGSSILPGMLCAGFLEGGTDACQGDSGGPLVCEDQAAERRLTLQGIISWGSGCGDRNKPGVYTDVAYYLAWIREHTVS
Rad51 HR inh = blocks human Rad51 in homologous recombination; hRad51 DNA strand exchange, fluorescence dequenching; inhibition, % at 10 µM; actives 0.085% (n = 200,000); Q06609; AID 1385;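 active means inhibition above 40% at the single screening dose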;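 further: 0% = DMSO control wells and 100% = blanks with heterologous ssDNA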
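Material: Human Rad51 nucleoprotein filaments preassembled on unlabelled ssDNA | Also added: Labelled 47-mer dsDNA for strand exchange | Dosing: Single dose, 10 µM final compound | Schedule: 30-min compound preincubation and 15-min exchange, both room temperature | Technique: Fluorescence dequenching at 485/520 nm | Measure: Percent inhibition relative to plate controls and blanks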
PERK inhibitor = inhibitors of human PERK kinase. inhibition, % at 5.6 µM. actives 0.17% (n = 220,000). CHO PERK-DD fusion, SEAP luminescence translation reporter. Q9NZJ5;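 active means inhibition above the mean inhibition of all tested compounds plus 3 SD, set separately per screening campaign, cut at about 2.9% in these data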;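 further: PERK kinase domain activated by AP20187 dimerizer at 100 nM; 0% = DMSO with dimerizer and 100% = rapamycin at 8.4 µM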
Furin inh = inhibitors of human furin; P09958; purified furin, fluorogenic substrate cleavage; inhibition, % at 30 µM; actives 0.061% (n = 220,000); AID 463115; in the data active means inhibition above about 25%; further: inactives centre near -15
Active calls of the source: *; . = not tested or not shown; [ ] = dose if it differs, or a comment. Not all compounds are listed; the hit share may differ from the screen's.

entry	SMILES	Furin inh	KCC2 mod	Rad51 HR inh	PERK inhibitor	m-calpain inh	FXIa inh	hK5 inh	thrombin 1536	FXIIa inh
1	COc1ccc(OC)c(-c2nc(C)sc2CC(=O)O)c1	-14[20 µM]	0.95	-14	1.2	23	-11	0	-3	-11
2	COc1ccc(Nc2oc(COc3ccc(OC)cc3)nc2C#N)cc1	19[20 µM]	0.41	-2	-0.4	-34	-1	-12	-5	4
3	Cc1ccc(NCc2nnc(SCC(=O)Nc3cc(C)on3)n2C)cc1	-19[20 µM]	-1.5	1	0.5	-7	4	-8	-1	10
4	CC(=O)Nc1ccc(S(=O)(=O)NNC(=O)c2cccc(Cl)c2)cc1	-19	0.49	-3	0.5	23	-1	-4	-16	12
5	Cc1c(C(=O)OCCOc2ccc(Br)cc2)sc(=S)n1C	-11	-1.4	3	1.0	24	7	-7	-4	5
6	COc1cc2c3c(c1OC)C1(C=CC(=O)C=C1)CC3N(C(C)=O)CC2 (centres undefined)	-20	0.064	.	0.4	-1	1	-8	-5	3
7	COc1ccc(Cl)cc1NC(=O)C/C(C)=N/NC(=O)Cc1ccccc1	-26	-1.4	5	0.0	1	-5	-4	-9	1
8	S=C(NCc1ccccc1)NC1CCCCC1	-27	-0.45	5	1.6	-14	1	-13	-3	7
9	CCC(c1nnc(SCC(=O)NCCc2ccc(OC)c(OC)c2)n1Cc1ccccc1)N(C)C (centres undefined)	-16	1.6	-18	-0.7	-9	-3	2	-4	10
10	O=C(COC(=O)c1cc(=O)[nH]c2ccccc12)c1cccs1	-13	1.1	-1	0.5	-55	-4	-3	-15	3
11	O=C(NCCc1cccc(Cl)c1)c1cc([N+](=O)[O-])ccc1Cl	-13	-1.7	6	0.7	4	1	-23	-5	9
12	Cc1ccccc1Nc1nnc(SCC2CCCCO2)s1 (centres undefined)	-32	-2.4	-32	0.8	11	5	-5	-2	14
13	O=C(CNC1=NCCC1)c1ccc(Cl)cc1	-12	1.2	5	0.0	12	15	-6	-5	2
14	N#C/C(=C\C=C\c1ccccc1)C(=O)Nc1ccccc1	-17	0.039	.	0.4	11	6	-2	5	10
15	Cc1nc2ccccc2c2oc(C(=O)NCC3CCCO3)cc12 (centres undefined)	-15	-0.69	-15	-1.0	-14	3	11	0	3

Continued; the last 3 above are carried over.
entry	SMILES	Furin inh	KCC2 mod	Rad51 HR inh	PERK inhibitor	m-calpain inh	FXIa inh	hK5 inh	thrombin 1536	FXIIa inh
13	O=C(CNC1=NCCC1)c1ccc(Cl)cc1	-12	1.2	5	0.0	12	15	-6	-5	2
14	N#C/C(=C\C=C\c1ccccc1)C(=O)Nc1ccccc1	-17	0.039	.	0.4	11	6	-2	5	10
15	Cc1nc2ccccc2c2oc(C(=O)NCC3CCCO3)cc12 (centres undefined)	-15	-0.69	-15	-1.0	-14	3	11	0	3
16	CCOC(=O)c1sc(-c2ccc(Cl)cc2)nc1O	-26	15*	7	1.3	-40	4	7	-5	1
17	CCN(CC)c1ccc(-n2c(C)cc(C=O)c2C)cc1	-17[20 µM]	.	-1	-0.2	38	-25	-26	-4	-15
18	CC(C)OC(=O)CSc1nnc(-c2cnccn2)n1-c1ccccc1	-2[20 µM]	.	4	0.2	-3	3	3	4	3
19	COc1ccc(/C=N/NC(=O)CCCC(=O)NC2CCCCC2)cc1	-10[20 µM]	1.9	-4	0.4	-14	6	-7	2	20
20	CCOC(=O)c1c(NC(=O)c2cccnc2)sc(C(C)=O)c1C	-13	0.12	-9	0.6	-4	22	5	0	23
21	COc1nc(NCc2ccco2)nc(NC2CCCCC2)n1	-17[20 µM]	0.52	-6	-0.7	11	4	-6	0	10
22	CSc1cccc(NC(=S)Nc2cc(C)ccc2C)c1	-7	0.17	-4	-1.5	-10	4	0	2	9
23	CS(=O)(=O)c1ccc2nc(NC(=O)CC3CCCC3)sc2c1	-17	0.42	-7	0.2	13	-5	-5	-8	-5
24	O=S(=O)(c1ccc(Cl)c(F)c1)N1CCC(c2nc(-c3ccncc3)no2)CC1	-8	0.29	-4	0.9	-2	4	-14	-4	5
25	CC(Sc1nnc2ccccn12)C(=O)Nc1ccc2c(c1)OCO2 (centres undefined)	-21	-0.51	-7	1.3	-17	0	-1	-1	4
26	O=S(=O)(c1ccc(NC(=S)NN=C(Cc2ccccc2)Cc2ccccc2)cc1)N1CCOCC1	-5	.	-2	-0.3	-131	-7	-15	-2	5
27	O=C(Nc1cccc(C(F)(F)F)c1)c1cnccn1	-15	0.93	-8	-0.8	27	6	17	-4	8
28	O=c1c(Cc2ccc(F)cc2)c(O)ccn1CCc1ccccn1	-7	0.011	27	0.4	-23	-4	-12	-4	4
29	CCO[C@H]1OC(C(=O)N2CCN(Cc3ccccc3)CC2)=C[C@@H](C2CCCCC2)[C@@H]1CCCO	4	0.35	-2	-0.2	15	11	6	2	15
30	Nc1ccccc1C(=O)NNC(=O)C(=O)/C=C(\O)c1ccccc1	-28	1.1	-14	0.3	-44	7	-20	3	14

Individual results from the entries so far.
cpd 26 | Furin inh: -5
cpd 25 | Furin inh: -21
cpd 27 | FXIIa inh: 8
cpd 17 | Rad51 HR inh: -1
cpd 18 | FXIIa inh: 3
cpd 22 | thrombin 1536: 2

Along the list, quoted from above.
KCC2 mod for entries 10–16: 1.1, -1.7, -2.4, 1.2, 0.039, -0.69, 15*
FXIa inh for entries 10–16: -4, 1, 5, 15, 6, 3, 4

Next results follow:
entry	SMILES	Furin inh	KCC2 mod	Rad51 HR inh	PERK inhibitor	m-calpain inh	FXIa inh	hK5 inh	thrombin 1536	FXIIa inh
31	COc1ccc(-n2c(Cc3cccn3C)nnc2SCC(=O)NCC2CCCO2)cc1 (centres undefined)	-1	1.8	-4	0.5	9	4	-4	-4	11
32	Cc1cc(Cl)ccc1OCC(=O)NCCOC(=O)Nc1sc(=S)n(C)c1C	-16	-0.64	5	0.5	-18	0	-2	-4	8
33	CSc1nc2ccc(NC(=O)c3c(F)cccc3F)cc2s1	-17	-0.85	5	-0.6	41	-6	-6	-9	0
34	COc1ccccc1Oc1ncnc2c1oc1ccccc12	-15	-1.8	-4	1.8	-11	2	2	9	6
35	NS(=O)(=O)c1ccc(CCNC(=O)Nc2ccc(Cl)cc2)cc1	-20	-1.2	-16	1.2	-9	2	0	-5	9
36	O=C1C2CC=CCC2C(=O)N1CC(=O)N(Cc1ccccc1)C1CCS(=O)(=O)C1 (centres undefined)	-12	0.56	-1	1.2	-2	-3	0	-10	-6
37	Oc1ccccc1/C=C/c1noc(-c2ccccc2O)n1	-16	0.68	3	0.7	-25	-2	-1	0	4
38	CCc1cc2c(=O)c(-c3ccon3)c(N)oc2cc1OC	-31	-1.8	7	-0.6	20	4	-24	1	12
39	COC(=O)C(NC(=O)c1ccccc1)c1ccccc1 (centres undefined)	-7	1.4	1	-0.1	11	-21	-5	-4	-23
40	O=C1CCC(C(=O)NCCN2C(=O)S/C(=C\c3cccnc3)C2=O)=NN1	-9	0.022	-2	-0.5	24	-3	-1	-6	5
41	Cn1c(=O)cc2c3c(c(N4CCCCC4)ccc31)C(=O)c1ccccc1-2	-6	-1.6	.	-1.2	-6	-3	-4	-14	-2
42	CCOC(=O)c1cnc(SCC(=O)NCc2ccco2)nc1N	-17	0.53	-7	0.3	-41	-2	-8	-2	11
43	COc1ccc(C(=O)NCC(=O)OCc2cccc(Br)c2)cc1	-6[20 µM]	.	3	0.6	20	-11	-7	0	10
44	C=CCc1c(C)nc(C)nc1N/N=C/c1ccccc1	-13[20 µM]	-0.3	11	-0.9	-16	3	4	1	12
45	CC(C)c1ccc(N(CC(=O)NCCSCc2ccco2)S(C)(=O)=O)cc1	-14	-1.2	5	-0.3	2	-2	8	5	11
46	O=C1CC(N2CCN(S(=O)(=O)c3cccc(C(F)(F)F)c3)CC2)C(=O)N1Cc1ccccc1 (centres undefined)	-17	0.058	-4	-1.0	4	-4	7	3	13
47	Nc1cc(Cl)ccc1Oc1ccccc1	-7	-0.059	-2	0.9	-6	-2	-3	-3	3
48	Cc1ccc(S(=O)(=O)NCCCN2CCOCC2)c(C)c1	-26	-2.1	-4	1.3	-17	1	12	2	14
49	CS(=O)(=O)N1CCc2cc(C(=O)O)ccc21	-14[20 µM]	-0.43	-8	1.3	13	-10	-2	-4	-1
50	N#C/C(=N\Nc1cccc(C(F)(F)F)c1)C(=O)c1csc(-c2cccnc2)n1	-1	-6.1*	-5	0.6	27	7	5	3	11
51	CN(C)S(=O)(=O)c1ccc(C(=O)NCCSc2ccccc2)cc1	-5[20 µM]	-0.35	-6	-0.8	-18	0	-14	-11	21
52	NC(=O)c1ccc(N2CCCCCC2)c([N+](=O)[O-])c1	-6	0.1	-1	-0.4	-5	-7	6	1	7
53	COC(=O)c1ccc(S(=O)(=O)c2ccc(C(=O)OC)s2)s1	-19	0.34	0	0.3	-4	-11	-8	-5	-7
54	COc1ccc(-n2c(SCC(=O)Nc3nccs3)nc3c(c2=O)SCC3)cc1	-16	-0.32	-1	0.7	-4	4	-21	-5	5

Five compounds out of the list above, sorted by the value under Furin inh, rising:
entry	SMILES	Furin inh	KCC2 mod	Rad51 HR inh	PERK inhibitor	m-calpain inh	FXIa inh	hK5 inh	thrombin 1536	FXIIa inh
42	CCOC(=O)c1cnc(SCC(=O)NCc2ccco2)nc1N	-17	0.53	-7	0.3	-41	-2	-8	-2	11
37	Oc1ccccc1/C=C/c1noc(-c2ccccc2O)n1	-16	0.68	3	0.7	-25	-2	-1	0	4
41	Cn1c(=O)cc2c3c(c(N4CCCCC4)ccc31)C(=O)c1ccccc1-2	-6	-1.6	.	-1.2	-6	-3	-4	-14	-2
31	COc1ccc(-n2c(Cc3cccn3C)nnc2SCC(=O)NCC2CCCO2)cc1 (centres undefined)	-1	1.8	-4	0.5	9	4	-4	-4	11
29	CCO[C@H]1OC(C(=O)N2CCN(Cc3ccccc3)CC2)=C[C@@H](C2CCCCC2)[C@@H]1CCCO	4	0.35	-2	-0.2	15	11	6	2	15
